Screening data: PubChem BioAssay, The Scripps Research Institute Molecular Screening Center
GSTO1 counter – counter-screen for RBBP9 inhibitors: inhibitors of human GSTO1; P78417; recombinant GSTO1, activity-based probe fluorescence polarization; inhibition, % at 5.96 µM; 300,000 compounds, 1.1% hits;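 active = inhibition above the campaign mean inhibition plus 3 SD, cut at about 35% in these data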;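 also: 0% = GSTO1-1 with DMSO and 100% = wells lacking GSTO1-1 enzyme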
Target sequence (P78417 whole entry, looked up): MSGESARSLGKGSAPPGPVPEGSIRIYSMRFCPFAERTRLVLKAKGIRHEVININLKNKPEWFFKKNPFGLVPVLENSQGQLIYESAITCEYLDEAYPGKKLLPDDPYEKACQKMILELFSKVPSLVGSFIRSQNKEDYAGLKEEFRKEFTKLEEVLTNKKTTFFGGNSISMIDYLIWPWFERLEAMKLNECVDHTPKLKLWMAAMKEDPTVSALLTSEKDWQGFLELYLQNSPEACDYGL
LYPLA2 inh – blocks human lysophospholipase 2, a PME1 counter-screen; recombinant LYPLA2, FP-Rh probe fluorescence polarization; O95372; inhibition, % at 5.9 µM; 320,000 compounds, 0.38% hits; AID 2177;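 active = inhibition above the screen-wide mean plus 3 SD, limit set per campaign, cut at about 26% in these data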;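 also: 0% = LYPLA2 with DMSO and 100% = wells lacking LYPLA2 enzyme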
Target sequence (O95372 whole entry, looked up): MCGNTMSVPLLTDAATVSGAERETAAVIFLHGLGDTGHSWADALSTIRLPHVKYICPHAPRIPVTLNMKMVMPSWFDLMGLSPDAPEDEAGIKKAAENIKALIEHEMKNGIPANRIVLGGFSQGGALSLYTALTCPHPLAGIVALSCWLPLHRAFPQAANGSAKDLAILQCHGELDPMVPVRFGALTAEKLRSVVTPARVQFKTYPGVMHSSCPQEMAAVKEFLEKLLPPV
PREPL inh – human PREPL enzyme inhibition; recombinant PREPL, fluorescence polarization activity-based probe; inhibition, % at 5.96 µM; 320,000 compounds, 0.68% hits; in the data active = inhibition above about 43%;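 also: 0% = enzyme with DMSO and 100% = wells lacking enzyme; many of its hits are not listed in these tables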
pPAFAH inh – inhibitors of human plasma PAF acetylhydrolase (pPAFAH); 330,000 compounds, 1.5% hits; AID 463082; recombinant pPAFAH, FP-rhodamine probe fluorescence polarization; inhibition, % at 3.39 µM; Q13093;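 active = inhibition above the mean inhibition across the screen plus 3 SD, cut at about 25% in these data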;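 also: inhibitors block binding of the rhodamine activity-based probe so polarization drops; 0% = enzyme with DMSO and 100% = wells lacking pPAFAH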
LYPLA1 inh – blocks human lysophospholipase 1, a PME1 counter-screen | recombinant LYPLA1, FP-Rh probe fluorescence polarization | O75608 | inhibition, % at 5.9 µM | 320,000 compounds, 0.16% hits;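 active = inhibition above the mean of all tested compounds plus 3 SD, set per campaign, cut at about 14% in these data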;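 also: inhibitors block serine hydrolase probe labeling of LYPLA1 so polarization falls; 0% = enzyme with DMSO and 100% = wells lacking LYPLA1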
PAFAH2 inh – PAFAH2 (human) inhibition. Q99487. inhibition, % at 3.39 µM. recombinant PAFAH2, FP-rhodamine activity probe, fluorescence polarization. 340,000 compounds, 0.99% hits;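 active = inhibition above the mean over all tested compounds plus 3 SD, cut at about 30% in these data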;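 also: inhibitors block probe labeling of enzyme so polarization drops; 0% = enzyme with DMSO and 100% = wells lacking PAFAH2 protein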
PAFAH1B2 FP inh – inhibitors of human PAFAH1B2; inhibition, % at 3.39 µM; P68402; AID 492953; 340,000 compounds, 1.2% hits; recombinant PAFAH1B2, FP-rhodamine activity probe, fluorescence polarization;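 active = inhibition above the mean of all tested compounds plus 3 SD, cut at about 24% in these data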;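 also: 0% = enzyme with DMSO and 100% = wells lacking PAFAH1B2; many of its hits are not listed in these tables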
Target sequence (P68402 whole entry, looked up): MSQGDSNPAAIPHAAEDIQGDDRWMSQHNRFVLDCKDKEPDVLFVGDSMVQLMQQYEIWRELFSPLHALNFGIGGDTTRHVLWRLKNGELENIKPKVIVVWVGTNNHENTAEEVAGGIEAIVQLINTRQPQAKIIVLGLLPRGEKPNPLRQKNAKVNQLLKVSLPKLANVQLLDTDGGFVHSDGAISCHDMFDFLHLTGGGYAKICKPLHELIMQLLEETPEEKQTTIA
PAD4 inh – blocks human protein arginine deiminase 4; Q9UM07; inhibition, % at 6.36 µM; 330,000 compounds, 0.41% hits; AID 485272; recombinant PAD4, RCA probe fluorescence polarization;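 active = percent inhibition above a cutoff equal to the mean of all tested compounds plus 3 SD, cut at about 15% in these data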;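 also: 0% = PAD4 with RCA probe and DMSO and 100% = probe without PAD4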
PAFAH1B3 inh – inhibitors of human PAFAH1B3; Q15102; recombinant PAFAH1B3, FP-rhodamine probe, fluorescence polarization; inhibition, % at 3.39 µM; 340,000 compounds, 0.28% hits; AID 492972;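 active = inhibition above the screen-wide average of all tested compounds plus 3 SD, cut at about 25% in these data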;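 also: 0% = enzyme with DMSO only and 100% = wells lacking PAFAH1B3 protein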
Target sequence (Q15102 whole entry, looked up): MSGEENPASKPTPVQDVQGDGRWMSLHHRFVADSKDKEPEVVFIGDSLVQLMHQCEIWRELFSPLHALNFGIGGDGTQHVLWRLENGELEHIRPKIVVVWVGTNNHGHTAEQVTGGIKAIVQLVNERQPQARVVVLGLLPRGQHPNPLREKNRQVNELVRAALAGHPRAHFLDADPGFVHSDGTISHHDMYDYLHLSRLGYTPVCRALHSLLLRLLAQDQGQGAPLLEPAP
* marks the source's active call; other numbers are inactive results; nt = not tested or not shown. These rows are one share of the data; rates above refer to the full screens.

SMILES	GSTO1 counter	LYPLA2 inh	PREPL inh	pPAFAH inh	LYPLA1 inh	PAFAH2 inh	PAFAH1B2 FP inh	PAD4 inh	PAFAH1B3 inh
COc1ccc(-c2csc(NC(=O)CS(=O)(=O)c3ccc(F)cc3)n2)cc1OC	-10	-4	4	3	-7	10	6	-4	3
O=C(CC(c1ccccc1)c1ccco1)Nc1nccs1 (centres undefined)	6	-1	-20	5	-10	-5	-4	-6	7
O=C(NC1CCCC1)C(c1cccnc1)N(C(=O)c1csnn1)c1ccccc1Cl (centres undefined)	-3	0	-3	4	-2	-1	1	-4	3
Cc1csc(NC(=O)c2ccc3nc[nH]c3c2)n1	-1	-6	12	-2	-3	-7	9	0	-8
O=C1CCN(CCc2ccccc2)CCN1CCSc1ccc(Br)cc1	4	21	-15	15	3	8	16	-5	-7
O=C(NC(=S)Nc1cccc2ncccc12)c1cccs1	0	9	-2	3	4	8	6	4	11
O=C1/C(=C/c2cccc(Br)c2)SC(=S)N1CCC(=O)N(CCO)c1ccccc1	-4	4	0	3	2	2	11	-10	11
COc1cc(C)nc(-c2csc(C)n2)n1	11	-2	12	-3	0	1	2	1	7
O=C(NCc1ccc(Cl)cc1)C1CCCN1C(=O)Nc1ccccc1 (centres undefined)	7	-1	-9	3	-2	2	3	-4	8
COCCn1nnnc1C(c1ccc2ncccc2c1)N1CCN(c2ccccc2F)CC1 (centres undefined)	-1	-3	-9	2	-2	0	4	-1	14
Cc1noc(C)c1CSCC(=O)Nc1cc(Cl)ccc1N1CCCCC1	3	-4	0	1	-3	1	-1	0	-4
Cc1cc(C)cc(NC(=O)c2ccc(Cn3nc(C)c(Cl)c3C)o2)c1	-7	-7	-2	1	-4	-9	-4	-2	-6
Nc1c(C(=O)OCC2CCCO2)c2nc3ccccc3nc2n1C1CCCC1 (centres undefined)	23	-2	10	9	0	4	-2	-3	-1
COc1ccc(Br)cc1CNc1ccc(S(N)(=O)=O)cc1	3	-2	-12	3	-5	-1	-5	0	4
O=C(CN(c1cccc([N+](=O)[O-])c1)S(=O)(=O)c1ccccc1)N(Cc1ccccc1)Cc1ccccc1	-2	-3	-1	3	-4	-13	4	0	1
CCOc1ncccc1C(=O)N1CCN(S(=O)(=O)c2ccc3ccccc3c2)CC1	-4	-2	11	5	-3	-5	8	2	1
COc1ccc(NC(=O)Nc2cccc3c2O[C@H](CN(C)C(=O)NC(C)C)[C@@H](C)CN([C@H](C)CO)C3=O)cc1	nt	nt	0	4	nt	-10	-3	-3	15
COc1ccccc1CC(=O)Nc1ccon1	4	5	-3	3	-2	-2	-1	2	-2
CN(C)c1ccc(/C=N/OC(=O)Nc2ccccc2)cc1	0	4	11	4	-3	0	4	-8	12
COc1ccc(CNC(=O)CC2C(=O)NCCN2C2Cc3ccccc3C2)cc1 (centres undefined)	-2	6	8	-1	0	-3	2	6	2
O=C(Nc1nc(-c2cccs2)c(-c2cccs2)s1)C1(c2ccccc2)CC1	2	-1	-6	6	0	-2	2	1	6
O=C(COC(=O)/C=C/c1ccc(Cl)cc1Cl)Nc1cc(C(F)(F)F)ccc1N1CCOCC1	3	-1	5	1	-1	9	-5	-6	0
CC1CCCCN1S(=O)(=O)c1ccc(C(=O)Nc2nnc(-c3ccco3)o2)cc1 (centres undefined)	-11	4	7	2	-2	5	11	-1	6
COc1ccc(NC(=O)c2cn(-c3ccccc3)nc2SC)cc1	-20	-16	28	-1	-13	3	6	1	16
COc1cc(S(=O)(=O)NCC2OCCc3ccccc32)ccc1-n1cnnn1 (centres undefined)	6	2	5	-2	-5	3	3	3	-7

Next records:
SMILES	GSTO1 counter	LYPLA2 inh	PREPL inh	pPAFAH inh	LYPLA1 inh	PAFAH2 inh	PAFAH1B2 FP inh	PAD4 inh	PAFAH1B3 inh
Cn1cccc1C(C#N)c1ncc(C(F)(F)F)cc1Cl (centres undefined)	18	2	4	4	2	4	-3	-7	2
CC(C)c1ccc(-c2nc3ccccc3s2)cc1	3	4	-4	-1	2	4	4	0	0
Cc1ccc2c(CC(=O)NCC3COc4ccccc4O3)coc2c1 (centres undefined)	4	-1	-28	37*	-3	2	10	3	3
COc1ccc(NC(=O)Nc2ccc3c(c2)C(=O)N([C@H](C)CO)C[C@H](C)[C@@H](CN(C)C(=O)Nc2ccc(C(F)(F)F)cc2)O3)cc1	nt	nt	28	11	nt	-15	21	6	19
CCNC(=S)NNC(=O)c1cccs1	-2	-3	6	-3	1	2	5	1	-1
Cc1ccccc1NC(=O)c1sc(Cl)nc1-c1ccccc1	22	-2	29	7	-2	0	3	-3	3
O=C1COc2ccc(C(=O)COC(=O)c3ccc(S(=O)(=O)C(F)F)cc3)cc2N1	7	9	12	1	2	4	3	5	9
CC(=O)Nc1cccc(OC(=O)N2CCOCC2)c1	6	-8	2	-13	-3	4	0	0	0
COc1ccc(OC)c(C(=O)c2coc3ccc(OC)cc23)c1	3	4	-5	6	-2	2	-2	0	6
O=C1c2ccccc2NC(c2cccc(O)c2)N1Cc1ccco1 (centres undefined)	-3	-2	12	-4	1	-1	-2	-3	0
O=C(/C=C/NNC(=O)c1ccccc1)c1ccc([N+](=O)[O-])cc1	12	3	29	10	0	0	11	-10	29*
COc1cc(C(=O)NC2CC(C)(C)NC(C)(C)C2)cc(OC)c1OC	5	6	19	-2	2	-16	-1	-5	7
COc1ccc(-c2csc(NC(=O)c3ccco3)n2)cc1	-9	1	5	-2	-3	-3	5	-1	-1
CC(=O)c1c(C(C)=O)c(C)n(-c2ccc(O)cc2)c1C	7	10	13	-1	5	-8	3	0	5
O=C(Nc1ccc(Oc2ccc(Cl)cc2)cc1)c1ncn[nH]1	-2	8	-4	16	1	-9	11	-8	11
N#Cc1nc(COc2ccc(-c3ccccc3)cc2)oc1NCCCN1CCOCC1	-2	1	45*	10	-4	-3	9	-1	12
Cc1ccc(Cl)cc1N1CCN(C(=O)Cn2ccc3ccccc3c2=O)CC1	1	-3	-4	-3	-4	2	1	1	6
COc1ccc(CCNC(=O)Cc2nn(C)c(=O)c3ccccc23)cc1OC	18	7	19	3	1	-11	-1	4	-8
CCCCN1c2cc(C)c(O)cc2C(C(=O)OCC)C1C (centres undefined)	1	-6	-2	2	0	nt	nt	-2	nt
CCCCc1nnc(NC(=O)c2ccc(S(=O)(=O)N3CCOCC3)cc2)s1	nt	0	1	0	3	1	5	3	2
CCOC(=O)N1CCN(C(=O)C2CC(c3ccc(F)cc3)=NO2)CC1 (centres undefined)	3	1	8	13	2	10	0	1	11
CCOc1ccccc1Nc1nc(-c2sc(NC(=O)c3ccccc3)nc2C)cs1	-3	-6	11	-1	-7	nt	nt	-2	nt
CCOc1ccc2nc(NC(=O)CN3CCN(C)CC3)sc2c1	1	-4	-5	-4	-6	-6	3	0	5
Cc1ccc(S(=O)(=O)N2CCOC23CCN(C(=O)C(=O)NCCC(C)C)CC3)cc1	1	-4	9	1	0	7	1	1	-1
O=[N+]([O-])c1ccc(N2CCN(c3ccccc3)CC2)nc1	-1	6	22	-2	-3	2	4	0	19

Additional records follow:
SMILES	GSTO1 counter	LYPLA2 inh	PREPL inh	pPAFAH inh	LYPLA1 inh	PAFAH2 inh	PAFAH1B2 FP inh	PAD4 inh	PAFAH1B3 inh
O=C(CSc1nc2ccccc2c(=O)n1CCCC(=O)N1CCCC1)NCc1ccco1	0	10	-1	-1	2	4	1	-3	8
CCc1nnc(NC(=O)c2cccc(S(=O)(=O)N(C)c3ccc(OC)cc3)c2)s1	-15	3	13	2	1	-3	10	5	6
C=CCNC(=S)N(Cc1ccccc1)Cc1ccc(F)cc1	0	4	-3	3	1	1	2	3	11
Cc1ccccc1C(=O)N1CCC(C(=O)Nc2cc(C(F)(F)F)ccc2N2CCCC2)CC1	-4	5	2	6	1	6	-3	3	7
CCCCn1c(N)c(N(CCC(C)C)C(=O)COC(=O)c2ccccc2)c(=O)[nH]c1=O	10	-6	10	0	2	-3	2	0	2
CN(C)CCCN(Cc1cc2cc3c(cc2[nH]c1=O)OCO3)C(=S)Nc1ccccc1	-8	-1	6	6	0	3	2	-7	3
CCSc1nnc(N(CCC#N)CCC#N)s1	2	-6	-1	0	1	-9	8	3	9
O=C(CSc1nnc(COc2cccc3ccccc23)o1)N1CCN(C(=O)c2ccco2)CC1	1	8	25	3	-5	8	2	0	-1
COc1ccc(CN(C)CC(=O)Nc2ccccc2C(F)(F)F)c(OC)c1	-14	-6	5	-3	-2	22	1	-4	3
CC(=O)N1CCN(C(=S)NC(=O)c2c(-c3ccccc3Cl)noc2C)CC1	1	-2	13	4	-4	7	3	-3	1
Cc1cc(C)cc(N2C(=O)c3nccnc3C2=O)c1	5	8	-5	5	4	-6	0	-3	6
COc1ccc(OCC(=O)NC2CC(C)(C)NC(C)(C)C2)cc1	9	7	28	7	2	4	1	1	10
Cc1ccc(OCCNC(=O)C2CC(=O)N(c3ccc(C)cc3)C2)cc1 (centres undefined)	5	-1	-20	-7	-4	4	9	-8	5
O=S(=O)(Nc1cc(F)ccc1F)c1cccc2nonc12	-4	3	-27	2	-2	3	1	1	10
Cc1cccc(OCCCC(=O)NNC(=O)c2ccc(F)cc2)c1	nt	2	-1	2	-3	6	7	0	-2
Cc1cc(C)nc(-n2nc(C)c(Sc3ccc(F)cc3)c2N)n1	-3	0	-1	2	-4	6	16	-2	6
O=C(NNC(=O)C1CCC1)c1ccccc1	nt	4	-3	-7	-2	-2	2	1	3
O=C(Nc1cccc(C(=O)N2CCCCC2)c1)c1ccccc1Br	-1	2	3	10	2	1	5	-1	8
O=C(/C=C\c1ccco1)Nc1cc([N+](=O)[O-])ccc1F	-6	3	-8	2	-2	9	-3	-4	-2
Cc1cc(OCC(=O)Nc2nnc(C3CC3)s2)ccc1C(C)C	nt	-5	5	2	-3	-7	-2	5	12
Cc1ccc(NC(=O)c2ccc(S(=O)(=O)NCc3ccco3)cc2)nc1	-2	13	5	-1	0	6	6	1	10
Cc1ccc(-c2c[n+](CC(=O)OCc3ccccc3)c3n2CCC3)cc1	-1	-2	-7	-5	-4	-2	-3	-8	7
CC(C)CNC(=O)/C=C/C(=O)O	8	-3	2	1	-4	-8	5	-4	-3
CCNC(=S)Nc1ccc2c(c1)oc1ccccc12	1	-7	-13	6	-3	3	2	-3	3
CN(C)CCOC(c1ccccc1)c1ccccc1 (tested in a mixture with another compound)	-1	5	1	4	1	-4	5	-1	8
OC1(C2(O)CC(c3ccccc3)ON2)CCCCC1 (centres undefined)	7	-1	8	4	-2	2	1	2	2
Cc1c(Cl)cccc1NC(=O)CSc1nc(=O)n(CCCN2CCOCC2)c2c1CCC2	-5	11	-39	-2	1	1	-2	-2	6
CC(C)N(C(=O)[C@H]1CC(CC(=O)NCCC2=CCCCC2)C(=O)N2CCc3c([nH]c4ccccc34)[C@]12C)C(C)C (some centres undefined)	nt	nt	36	7	nt	0	3	-12	2
O=C(NCCCN1CCCC1=O)c1c(O)nc2ccccn2c1=O	6	-4	-1	6	-6	4	-1	-3	2
COc1ccc(N2C(=O)CC(S/C(N)=N/N=C/c3ccnc4ccccc34)C2=O)cc1 (centres undefined)	-8	-5	9	-1	-3	nt	nt	-2	nt
